# Bioassay records as filed in PubChem BioAssay.
# S1P4 ag = human S1P4 receptor agonism; O95977; S1P4-expressing cell line, agonist reporter assay; AID 1509; 220,000 tested, 0.35% active; activation, % at 4.98 µM; in the data active means activation above about 11%;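 further: 0% = DMSO vehicle and 100% = reference agonist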
# Ba/F3 V617F tox = lowers viability of Ba/F3 cells expressing EpoR and JAK2V617F; ATP luminescence; inhibition, % at 5.6 µM; 220,000 tested, 1.1% active; AID 1446;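 active means inhibition above the campaign mean plus 3 SD over all tested compounds, cut at about 24% in these data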;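 further: cytokine-independent growth of Ba/F3 cells driven by EpoR plus mutant JAK2; 0% = DMSO-treated cells and 100% = JAK inhibitor I control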
# CHOP inh = inhibitors of CHOP induction in ER stress response; CHO-K1 CHOP-promoter luciferase, tunicamycin-induced, 15-18 h; 220,000 tested, 3.8% active; AID 2732; inhibition, % at 10 µM;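 active means compounds that reduced the stress-induced luciferase reporter signal by more than about 70% of percent inhibition, limit read from the data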;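 further: 0% = tunicamycin plus vehicle and 100% = wells without tunicamycin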
# S1P4 antagonist = blocks the human S1P4 receptor | S1P4-expressing cells, antagonist mode, reporter read-out | 220,000 tested, 0.26% active | inhibition, % at 4.98 µM | O95977; in the data active means inhibition above about 29%;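 further: 0% = wells stimulated with agonist and 100% = vehicle wells without agonist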
# NPY Y1 blocker = NPY-Y1 (human) receptor antagonism; HEK293-CNG Y1 cells, membrane potential fluorescence; NPY at EC95, then isoproterenol; P25929; 200,000 tested, 1% active; AID 1040; inhibition, % at 3.6 µM;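 active means inhibition above the campaign mean inhibition of all tested compounds plus 3 SD, cut at about 20% in these data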;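 further: 0% = DMSO wells given NPY plus isoproterenol and 100% = isoproterenol alone without NPY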
# Target sequence (P25929 whole entry, looked up): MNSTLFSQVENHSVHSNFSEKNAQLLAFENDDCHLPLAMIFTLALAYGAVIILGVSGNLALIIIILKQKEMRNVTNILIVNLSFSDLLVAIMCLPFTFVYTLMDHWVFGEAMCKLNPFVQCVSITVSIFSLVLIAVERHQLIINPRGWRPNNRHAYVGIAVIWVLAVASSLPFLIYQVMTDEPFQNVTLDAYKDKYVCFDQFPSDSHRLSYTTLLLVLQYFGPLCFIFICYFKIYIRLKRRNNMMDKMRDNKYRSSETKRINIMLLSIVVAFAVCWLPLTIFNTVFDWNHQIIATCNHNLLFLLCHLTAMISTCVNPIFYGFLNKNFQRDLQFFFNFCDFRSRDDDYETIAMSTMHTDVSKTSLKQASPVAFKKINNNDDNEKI
#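 System: HEK293 cells with Y1 receptor plus CNG channel / Probe or stimulus: NPY 25 nM then isoproterenol 1 µM plus Ro 20-1724 25 µM / Compound: one concentration, 3.6 µM, in 0.4% DMSO / Schedule: compound incubation 1 h at room temperature, readout 45 min post-stimulation / Measured by: membrane potential fluorescence / Read-out: % inhibition of NPY effect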
# NCF1 inh = blocks human p47phox regulatory protein of NADPH oxidases; inhibition, % at 24.7 µM; 220,000 tested, 0.53% active; AID 1274; p47phox/p22phox peptide binding, fluorescence polarization, 2 h;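 active means inhibition above about 30%, limit read from the data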;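 further: 0% = p47phox with labelled peptide and 100% = labelled peptide alone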
# Target sequence (P14598 whole entry, looked up): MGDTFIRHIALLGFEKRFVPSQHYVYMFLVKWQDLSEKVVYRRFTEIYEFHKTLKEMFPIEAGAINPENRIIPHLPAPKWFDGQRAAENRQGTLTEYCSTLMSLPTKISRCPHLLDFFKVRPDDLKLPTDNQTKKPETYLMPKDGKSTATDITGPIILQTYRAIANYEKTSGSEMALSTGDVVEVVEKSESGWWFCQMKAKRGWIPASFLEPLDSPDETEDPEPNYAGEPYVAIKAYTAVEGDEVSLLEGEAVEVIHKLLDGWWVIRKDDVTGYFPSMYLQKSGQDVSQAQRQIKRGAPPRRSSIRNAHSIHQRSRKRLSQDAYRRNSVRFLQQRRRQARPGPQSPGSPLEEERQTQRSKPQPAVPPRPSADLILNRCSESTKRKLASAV
# NPY-Y1 PAM-ag = potentiators or agonists of human neuropeptide Y receptor Y1; P25929; NPY-Y1 expressing cells, potentiator/agonist activation; activation, % at 3.6 µM; 220,000 tested, 0.37% active; in the data active means activation above about 33%, passing the limit was not always enough;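 further: cells stimulated with NPY at EC10 then isoproterenol at EC100; 0% = low agonist plus stimulus and 100% = saturating agonist plus stimulus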
# BaF3 tox = parental Ba/F3 viability inhibition as JAK2V617F counter-screen | inhibition, % at 5.6 µM | CellTiter-Glo ATP luminescence | AID 1486 | 220,000 tested, 1.1% active;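 active means inhibition above a per-campaign cutoff, the mean inhibition of all tested compounds plus 3 SD, cut at about 27% in these data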;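 further: 0% = DMSO wells and 100% = JAK Inhibitor I control wells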
# NPY-Y2 PAM-ag = potentiates or activates human NPY-Y2 receptor. P49146. cells expressing NPY-Y2, potentiator/agonist read-out. activation, % at 3.6 µM. 220,000 tested, 0.45% active. AID 1359; in the data active means activation above about 27%;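 further: cells stimulated with NPY near EC25 plus isoproterenol at EC100; 0% = vehicle plus submaximal agonist and 100% = vehicle plus saturating agonist; some results beyond the cut were filed as inactive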
# The depositor's hits bear a star; · = no result given.
nr	Compound	S1P4 ag	Ba/F3 V617F tox	CHOP inh	S1P4 antagonist	NPY Y1 blocker	NCF1 inh	NPY-Y1 PAM-ag	BaF3 tox	NPY-Y2 PAM-ag
1	S=C(NCc1cccnc1)Nc1cc(Cl)cc(Cl)c1	0.7	1	-13	-5	·	-14	23	-2	-4
2	CCCNC(=O)c1ccc2snnc2c1	0.1	-2	20	1	-1	-5	-9	-1	-6
3	N/C(=N\OC(=O)COc1ccccc1)c1ccc(Cl)cc1	-1.3	-5	-21	2	6	6	11	-1	-2
4	CCOC(=O)N1CCN(C(=O)c2cc3c(=O)[nH]c4ccccc4c3s2)CC1	2.8	0	34	-32	2	-2	8	5	-7
5	CC(Sc1nc2ccccc2s1)C(=O)c1c(N)n(C)c(=O)n(C)c1=O (centres undefined)	0.2	-1	8	-15	-2	11	-6	2	-1
6	CCNC(=S)NNC(=O)c1cccs1	-1.3	-4	-7	-2	-1	-6	12	-2	-10
7	O=C(CNC(=O)c1cc(=O)[nH]c2ccccc12)Nc1ccc(F)c(F)c1	-0.1	2	-18	3	5	-7	2	11	-5
8	Cc1cc(NC(=O)CN2C(=O)NC(CCc3ccccc3)C2=O)no1 (centres undefined)	-1.5	7	0	-15	7	-6	-20	7	-9
9	Cc1ccc(S(=O)(=O)N(CC(=O)N/N=C/c2ccco2)c2cc(Cl)cc(Cl)c2)cc1	0.4	0	75*	-3	-5	-26	-27	8	-9
10	CC1(CCc2ccccc2)NC(=O)N(Cc2cc([N+](=O)[O-])cc3c2OCOC3)C1=O (centres undefined)	-0.9	4	4	-5	3	-9	-19	5	-11
11	O=C(NCc1cccnc1)C1CC(=O)N(C2CCCCC2)C1 (centres undefined)	-1.1	1	15	-3	0	-10	6	3	1
12	O=C(CSc1nnnn1-c1ccccc1)NCc1cccs1	-0.2	-1	0	-17	-4	1	3	6	-5
13	c1ccc2cc(-c3cc4ccccn4c3)ccc2c1	-4.4	-6	-1	-4	-5	-18	-12	1	11
14	Cc1ccc2cc(C)c3nnc(SCC(=O)Nc4nc5c(s4)CCCC5)n3c2c1C	1.5	-3	49	-14	0	-11	-8	1	-1
15	Cc1cc[n+](CC(=O)Nc2cc(C(F)(F)F)ccc2Cl)cc1	-3.6	-1	18	-9	2	3	-2	7	-9
16	CC1(C)CC(=O)C(C=Nc2ccc(N)cc2)=C(O)C1	2.8	2	31	2	-5	·	-7	6	1
17	COc1ccccc1CNC(=O)C(=O)NCC1OCCN1C(=O)c1cccs1 (centres undefined)	4.1	1	2	-2	2	5	4	9	3
18	COc1ccccc1C(=O)Nc1nnc(SCC(=O)Nc2ccc3c(c2)oc2ccccc23)s1	0.3	1	58	-18	2	-39	6	2	6
19	Cc1ccccc1CSc1ncnc2ccccc12	-0.5	2	19	1	1	-11	11	3	9
20	O=C(COC(=O)c1c[nH]c(=O)[nH]c1=O)Nc1ccccc1	1.3	4	-2	-9	0	-2	-10	5	-8
21	COc1cc(OC)c(C2Oc3nc(SC)nnc3-c3ccccc3N2C(C)=O)cc1OC (centres undefined)	0.1	-5	-35	-8	-3	-8	8	5	3
22	CN(C)CCCN1C(=O)C(O)=C(C(=O)c2cc3ccccc3o2)C1c1ccccc1 (centres undefined)	0.1	3	3	-1	-2	-6	-10	6	-13
23	CCOC(=O)c1nnn(CC(=O)NC(=O)Nc2ccc(F)cc2)c1C(=O)OCC	0.3	1	17	-13	-2	-7	-12	6	2
24	O=C(CSc1nnc(-c2ccc3c(c2)OCO3)n1-c1ccccc1)c1ccc(Cl)cc1	1.1	-2	2	-1	-2	13	6	1	13
25	Cc1nc2sc(C(=O)c3ccccc3)c(N)c2c2c1CCCC2	1.5	8	1	5	2	-28	-10	9	-11
26	COc1ccc(-n2nc(C(=O)NCC(=O)NCC3CCCO3)c3ccccc3c2=O)cc1 (centres undefined)	2.4	1	15	-18	3	-8	7	4	-11
27	COc1cc([N+](=O)[O-])cc(/C=N/NC(=O)c2ccc(NC(=O)c3ccc(C)cc3)cc2)c1O	1.3	-1	105*	-15	3	-3	10	1	9
28	NNC(=O)CCN(Cc1ccco1)S(=O)(=O)c1ccc(Cl)cc1	0.2	0	-1	-13	·	-9	-11	2	-7
29	Cc1ccc(F)cc1NC(=O)N1CCN(C2c3ccccc3-c3ccccc32)CC1	-0.2	-2	15	5	·	0	5	-2	-14
30	CCOC(=O)Cc1c(C)nc2c(-c3ccc(Cl)cc3)c(C)[nH]n2c1=O	-2.3	4	18	3	-1	-3	-5	1	4
31	Cc1ccc(S(=O)(=O)Nc2cccc(N(C)S(C)(=O)=O)c2)cc1[N+](=O)[O-]	-0.2	97*	5	14	-4	5	-22	95*	10
32	CSCCC(NC(=O)c1ccc(Cl)cc1)C(=O)OCC(C)=O (centres undefined)	3.0	-3	0	-15	7	-6	-7	-2	-9
33	CCOC(=O)c1ccc(NC(C)=O)c([N+](=O)[O-])c1	-1.8	-1	-9	15	·	-15	-5	-2	4
34	Cc1cc(C)c(C)c(S(=O)(=O)NCC(=O)N2CCCC2)c1C	2.7	5	3	-6	8	-3	5	3	8
35	Cc1nnc2sc(-c3cccc(NC(=O)c4cccnc4)c3)nn12	-0.7	-2	14	-22	-3	-2	-23	0	6
36	Cn1c(=O)c2c(nc(SCc3cccnc3)n2Cc2ccccc2)n(C)c1=O	-0.1	1	30	-36	0	-7	0	9	9
37	COc1cc(/C=C2\SC(=Nc3ccccc3)N(CCc3c[nH]c4ccccc34)C2=O)ccc1OC(C)C(=O)O (centres undefined)	0.5	0	-14	-15	1	-56	-2	5	4
38	O=C(O)CN1C(=O)/C(=C/C=C/c2ccccc2)SC1=S	-1.0	0	-10	2	-1	-9	3	5	-3
39	C=CCC1(CC=C)CCCN1C(=O)CC1C(=O)NCCN1Cc1ccccc1OC (centres undefined)	-0.1	-5	20	-4	6	-3	17	-2	8
40	COc1cc2c(c(OC)c1OC)C(=O)CC2	-0.1	-1	-2	1	·	-7	-16	-2	-11
41	O=C(c1cccnc1)N1N=C2CCCCCC2C1(O)C(F)(F)F (centres undefined)	2.4	0	1	6	-2	-2	13	3	7
42	COc1ccc(NC(=O)NCc2ccccn2)cc1OC	0.5	-1	-25	-23	4	-3	15	2	-2
43	CC(C)c1onc(C(=O)N(C)Cc2ccccc2)c1[N+](=O)[O-]	-0.3	6	39	-4	3	-4	-3	7	-10
44	CCCNC(=O)COC(=O)CCC(=O)c1cccs1	0.2	3	15	-8	5	-2	-4	7	-5
45	Cc1ccc(S(=O)(=O)N2CCOCC2)cc1NC(=O)COC(=O)CNC(=O)c1ccccc1	-0.2	-2	8	-4	1	-10	4	3	13
46	O=C(c1ccc(F)cc1)C1CCN(Cc2cn[nH]c2-c2ccccc2)CC1	-0.1	-4	16	3	·	-6	-14	-1	-11
47	Cc1cc(NC(=O)CSc2ccc(-c3ccccc3)nn2)no1	-0.2	-3	54	-19	-7	-10	3	3	12
48	CC(=O)NC1=NN(C(C)=O)C(c2ccc(F)cc2)S1 (centres undefined)	2.9	-6	12	-14	2	-3	-12	1	5
49	CCOC(=O)C/C(C)=N\Nc1ccc([N+](=O)[O-])cc1[N+](=O)[O-]	0.6	3	5	10	3	-8	-17	2	6
50	CCCCOc1ccc(C(=O)NCC(=O)NCC(=O)OCC)cc1	-1.8	1	-13	-9	-5	0	28	4	9

# (further entries)
nr	Compound	S1P4 ag	Ba/F3 V617F tox	CHOP inh	S1P4 antagonist	NPY Y1 blocker	NCF1 inh	NPY-Y1 PAM-ag	BaF3 tox	NPY-Y2 PAM-ag
51	COc1ccc(-c2cc3nc(C)cc(N4CC(C)CC(C)C4)n3n2)cc1 (centres undefined)	-2.2	-3	28	-11	8	0	-49	1	-25
52	COc1ccc2[nH]c(=O)c(CN(Cc3nnnn3Cc3ccccc3)CC3CCCO3)cc2c1 (centres undefined)	0.3	1	1	2	4	-13	10	3	-26
53	CS(=O)(=O)N(CC(=O)NC1CCCCC1)Cc1ccc(Cl)cc1	-2.0	-3	16	-3	3	-14	-5	3	1
54	Cc1ccc(NC(=O)CSc2nnc(-c3ccco3)c(-c3ccco3)n2)cc1	4.8	1	13	-8	3	-21	-4	1	-20
55	COc1ccc(C(=O)NCC(=O)N/N=C/c2c(C)[nH]c3ccccc23)cc1OC	-0.9	-4	13	10	·	-5	1	4	-10
56	Cc1cc(C(=O)Nc2c(C)nn(Cc3c(Cl)cccc3Cl)c2C)no1	-2.4	-2	6	-17	0	0	32	0	0
57	O=C(NC(=S)N1CCc2ccccc21)C1CCC1	-0.6	5	-8	5	1	-5	0	7	-13
58	Cc1cccc(NC(=O)c2ccc3ccccc3n2)n1	-0.1	4	1	-3	0	-9	-9	7	-11
59	Cc1cccc(-c2noc(-c3c(C)noc3C)n2)c1	-0.2	-4	-18	-7	·	-3	-2	12	-8
60	COc1ccc(CNCCSc2nnnn2C)cc1OC	2.3	-1	5	-7	-2	-6	-10	5	-1
61	COc1cscc1C(=O)O	1.6	2	-11	-14	·	4	-10	2	2
62	CCOC(=O)Nc1ccc2c(c1)OCO2	-1.0	1	6	-6	3	1	3	4	-10
63	COc1ccc(NC(=O)C(c2ccc(C)cc2)N(C)C(=O)CNC(C)=O)cc1 (centres undefined)	-0.5	-3	7	-3	-2	-10	-6	3	1
64	Fc1ccccc1-c1nc(NCc2ccccc2)c2ccccc2n1	1.3	-1	24	-13	·	-5	-10	2	0
65	O=C(COC(=O)c1cccnc1Cl)c1ccc2c(c1)OCCO2	-0.7	-1	0	-14	0	4	-6	3	-2
66	CN(Cc1ccccc1)CC(O)COc1ccc(CNCCCOc2cccnc2)cc1 (centres undefined)	0.0	7	-3	10	11	4	-27	6	-32
67	Cc1cc(C)nc(NNC2=CC(=[N+]3CCCC3)CCC2)n1	0.3	-4	15	-7	1	-8	6	6	11
68	O=C1c2cccnc2C(=O)N1Cc1ccc(Cl)cc1	1.7	2	25	-9	4	-8	-8	2	-18
69	CC(C)N=c1scc(-c2cccs2)n1/N=C/c1ccc(O)c(O)c1O	17*	-2	106*	-14	-4	-8	52*	6	21
70	Cc1nn2c(-n3ccnc3C)c3c(nc2c1-c1ccccc1)CCC3	-3.7	0	23	12	1	-4	-9	4	-13
71	COc1cc(C(=O)NS(=O)(=O)c2ccccc2C)ccc1Cc1cn(C)c2ccc(NC(=O)OC3CCCC3)cc12	1.2	1	-11	11	7	-43	32	-7	6
72	C=CCSc1ncccc1C(=O)NCc1ccccc1	-0.6	0	33	8	3	-9	8	3	-20
73	CCCCCC(=O)Nc1ccc(-c2csc(C)n2)cc1	0.4	-1	10	-2	3	-13	9	3	1
74	COc1ccc2c(COC(=O)CCS(=O)(=O)c3ccccc3)cc(=O)oc2c1	2.3	-1	3	-5	6	-7	2	7	2
75	COC(=O)c1c(C(=O)OC)c2n(c1C)CCC2	-0.2	0	-28	-3	-3	-7	10	3	-10
76	Cc1ccc(/C=C2\SC(=S)N(c3c(C)n(C)n(-c4ccccc4)c3=O)C2=O)cc1	-0.5	-3	48	-7	-1	5	5	-3	-8
77	CCOc1ccc(C(=O)N2CCSC2=S)cc1	-0.8	-3	17	10	2	6	-27	4	1
78	Cc1ccc(C2(c3ccc(C)cc3)CC2C(=O)Nc2ccc([N+](=O)[O-])cc2O)cc1 (centres undefined)	1.5	4	107*	0	-5	-24	12	5	45*
